High-throughput results (PubChem BioAssay)
V-ATPase pH: yeast V-ATPase proton transport regulation by pHLuorin | S. cerevisiae, pHLuorin cytosolic pH fluorescence | response, % at 10 µM | hit rate 0.37% among 350,000 | AID 504577; in the data active = response mostly above about 7.3%, no sharp cut-off; inactive = mostly below about 5.4%; also: actives read high; inactives centre near 0; some compounds called inactive have numbers as strong as hits; reference of the scale not given here
Tat transport: inhibitors of E. coli Tat protein transport | inhibition, % at 10 µM | hit rate 0.036% among 340,000 | E. coli MC4100 TorA-mCherry Tat export, fluorescence;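 active = mean replicate inhibition at least 50% and at least half of replicates individually reaching 50%; inconclusive = only one of the two criteria met; inactive = neither criterion met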;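 also: exported cargo escapes ClpAP degradation while cytoplasmic cargo is degraded and loses fluorescence; 0% = median of neutral control wells and 100% = median of NaSCN control wells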
CAL PDZ FP-1: blocks peptide binding to human CAL PDZ domain. Q9HD26. purified CAL PDZ, TMR-peptide fluorescence polarization, 1 h. inhibition, % at 20 µM. hit rate 0.02% among 330,000. AID 504414;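 active = highest replicate inhibition of at least 40%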;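 also: plate controls were DMSO neutral control wells for no effect and unlabeled competitor peptide control wells for full effect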
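System: purified tagged CAL PDZ domain construct (CerCALP). Schedule: 1 h incubation at room temperature before polarization reading. Medium: 25 mM sodium phosphate pH 7.4, 150 mM NaCl, TCEP, IgG, Thesit. Read-out: percent inhibition from loss of millipolarization. Measured by: FP readout, S and P plane fluorescence. Probe or stimulus: fluorescent TMR peptide probe.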
CDK5 inh: inhibitors of human CDK5/p35 kinase; hit rate 0.01% among 330,000; inhibition, % at 10 µM; AID 488839; Recombinant CDK5/p35, ADP-Glo luminescence, 60 min; Q00535+Q15078;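 active = highest replicate inhibition of at least 50% and at least 75% of replicates reaching 50%; inconclusive = only one of the two criteria met; inactive = both criteria failed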;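 also: plate controls were DMSO neutral control for no effect and GW8510 at 10 µM for full effect; many of its hits are not listed in these tables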
Target sequence (Q00535 whole entry, looked up): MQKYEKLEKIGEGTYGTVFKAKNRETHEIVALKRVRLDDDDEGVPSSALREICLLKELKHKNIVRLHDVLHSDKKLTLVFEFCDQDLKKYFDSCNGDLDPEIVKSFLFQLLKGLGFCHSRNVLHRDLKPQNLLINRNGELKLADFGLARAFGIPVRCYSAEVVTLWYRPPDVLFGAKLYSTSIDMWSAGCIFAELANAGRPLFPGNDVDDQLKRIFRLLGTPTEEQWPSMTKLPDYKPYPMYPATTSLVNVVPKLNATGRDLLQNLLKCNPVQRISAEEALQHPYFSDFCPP
Target sequence (Q15078 whole entry, looked up): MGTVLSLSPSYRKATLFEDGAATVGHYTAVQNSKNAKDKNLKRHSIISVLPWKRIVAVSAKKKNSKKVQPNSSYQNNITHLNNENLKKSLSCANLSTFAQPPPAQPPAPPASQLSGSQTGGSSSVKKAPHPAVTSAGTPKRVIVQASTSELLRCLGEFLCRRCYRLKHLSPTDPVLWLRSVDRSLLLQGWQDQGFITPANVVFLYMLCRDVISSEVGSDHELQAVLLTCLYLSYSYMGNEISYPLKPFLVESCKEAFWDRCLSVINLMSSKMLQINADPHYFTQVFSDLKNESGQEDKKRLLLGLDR
MITF TRPM1 HTS: increases MITF-driven TRPM1 promoter luciferase signal. SK-MEL-5 TRPM1-promoter luciferase, 24 h; % of positive control, neutral wells = 0. activation, % at 12.5 µM. hit rate 0.75% among 300,000. AID 588334;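 active = mean activation of at least 80% with every replicate also reaching 80%; inconclusive = mean reaches 80% but some replicate falls short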;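 also: 0% = neutral control wells and 100% = parthenolide positive control wells; values of inactives mirror those of a sister screen read the other way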
RTF Ca sens act: increases calcium sensitivity of human cardiac regulated thin filaments | IANBD-labeled TnC RTF fluorescence at EC20 calcium; 0% EC20 calcium, 100% full calcium | activation, % at 7.2 µM | hit rate 0.24% among 340,000 | AID 493008;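 active = activation above the mean over all tested compounds plus 3 SD, cut at about 30% in these data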;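 also: rise in fluorescence read as greater calcium sensitivity of cardiac thin filaments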
dFosB activator: enhances mouse delta FosB homodimer DNA binding | P13346 | purified delta FosB, TAMRA-CDK5 oligo fluorescence polarization; percent of positive-control signal above neutral wells | activation, % at 25 µM | hit rate 0.99% among 340,000;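 active = mean activation above about 17%, with every replicate also reaching it, limit read from the data, passing the limit was not always enough; inconclusive = only one of the two conditions met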;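 also: fluorescence polarization rise as delta FosB binds a TAMRA Cdk5 AP-1 oligo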
CAL PDZ FP-2: CAL PDZ (human) peptide binding inhibition. purified CAL PDZ, TMR-peptide fluorescence polarization, 1 h. inhibition, % at 24.9 µM. hit rate 0.92% among 300,000. AID 602252;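 active = mean inhibition of at least 30% with at least half of replicates also reaching 30%; inconclusive = no clear call, values can overlap the other calls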;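 also: 0% = DMSO neutral control and 100% = excess unlabeled competitor peptide PRC23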
Rtt109 Vps75: inhibitors of Candida albicans Rtt109/Vps75 histone acetyltransferase | AID 540336 | hit rate 0.16% among 330,000 | inhibition, % at 34.9 µM | purified Rtt109/Vps75, ThioGlo CoA-SH fluorescence, 4 h;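 active = inhibition of at least 50% in every replicate; inconclusive = best replicate reaches 50% inhibition but some replicates fall short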
Target sequence (Q5AAJ8 whole entry, looked up): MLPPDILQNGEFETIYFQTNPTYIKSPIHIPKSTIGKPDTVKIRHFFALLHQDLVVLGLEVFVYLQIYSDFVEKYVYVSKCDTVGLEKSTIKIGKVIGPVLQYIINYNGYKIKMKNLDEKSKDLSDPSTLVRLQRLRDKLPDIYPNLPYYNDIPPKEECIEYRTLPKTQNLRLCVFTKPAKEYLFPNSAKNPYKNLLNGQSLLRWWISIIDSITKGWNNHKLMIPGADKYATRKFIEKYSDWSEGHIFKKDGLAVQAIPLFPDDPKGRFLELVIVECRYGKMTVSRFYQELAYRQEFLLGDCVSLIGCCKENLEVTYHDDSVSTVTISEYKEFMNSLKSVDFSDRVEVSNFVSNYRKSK
Wnt act: activators of Wnt/beta-catenin signaling | hit rate 1.2% among 300,000 | activation, % at 9.35 µM | AID 743398 | Wnt/beta-catenin reporter cell assay, activator, plate reader; in the data active = activation above about 30%, passing the limit was not always enough; inconclusive = no clear call, values can overlap the other calls;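 also: 0% = neutral control wells and 100% = positive control wells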
Starred values were filed as active, the others as inactive; ? = inconclusive; . = no result given; & = joins results of further samples. Outcome played no part in choosing rows, and some 4.1% of all compounds hit somewhere here.

V-ATPase pH,Tat transport,CAL PDZ FP-1,CDK5 inh,MITF TRPM1 HTS,RTF Ca sens act,dFosB activator,CAL PDZ FP-2,Rtt109 Vps75,Wnt act,SMILES
-1,-4,-2.1,-1.2,-9,0,-7,-3,-5,-1,CCn1c(C(C)NS(=O)(=O)c2ccc(Cl)cc2)n[nH]c1=S (configuration not stated)
1,-8,.,0.0,.,5,-6,-5,2,0,CC(=O)Nc1ccc2c3c(cccc13)CC2
2,6,-2.2,-7.4,-7,-7,0,-4,3,-1,CSc1ccc(CN(C)C(=O)COc2ccc(C(=O)c3ccccc3)cc2)cc1
-3,1,.,0.1,.,5,0,-2,-1,6,CC(Sc1ccccc1)C(=O)Nc1ccc(N2CCOCC2)cc1 (configuration not stated)
1,7,-2.4,1.0,-107,-6,3,-9,-3,-23,C=C1CC2(OC1=O)c1ccccc1CCc1ccccc12
2,23,-0.9,-1.5,-11,10,-1,3,-2,.,O=c1[nH]cnc2cc(Cl)ccc12
5,-6,-3.2,-1.9,.,-2,4,1,-6,1,CN(C)S(=O)(=O)Nc1ccc(NS(=O)(=O)N(C)C)c(S(=O)(=O)c2ccccc2)c1
0,-2,-0.4,0.3,8,-1,0,5,3,-3,CCOc1ccc(NC(=O)CN(C)C(=O)C2CC(=O)N(CCc3ccccc3)C2)cc1OCC (configuration not stated)
0,-4,-0.9,-2.2,3,10,-9,-4,-3,.,O=C(Nc1cccnc1)C1CCCN(S(=O)(=O)c2ccccc2)C1 (configuration not stated)
-2,0,-1.6,0.5,8,-2,-10,-2,-26,1,CCOC(=O)c1cc(-c2ccccc2)nc2nc(N3CCCCC3)sc12
2,-15,-1.6,-3.6,.,-2,-9,-3,-4,1,O=Cc1ccc(OCCCOc2cccc3cccnc23)cc1
6,-7,-0.8,1.0,-8,0,3,-1,6,.,COc1ccc(CNC(=O)CSc2nnc(C)s2)cc1
2,3,-1.3,-1.8,1,-4,-10,-1,-3,-8,Cc1noc(C)c1COC(=O)CCCc1c[nH]c2ccccc12
4,-4,-2.1,-1.0,3,-2,-10,-2,2,.,O=C(CSc1nnc(Cc2cccs2)n1-c1ccccc1)NC1CCCCC1
1,1,-1.3,1.2,-11,-1,-7,-1,18,-3,N#C/C(=C\c1ccc(-c2cccc([N+](=O)[O-])c2)o1)C(=O)Nc1nc(-c2cccs2)cs1
-8,0,-2.0,1.4,.,-3,-8,-3,18,6,Cc1nc2ccccc2c(=O)n1/N=C/c1cccnc1
-2,-1,-1.5,-1.4,-18,-7,0,-3,5,1,COc1ccc(NC(=O)c2cc(Br)ccc2Cl)c(OC)c1
-1,-3,-0.2,1.2,-6,.,-8,7,11,0,CCCCn1c(SCC(=O)NNC(=O)c2ccco2)nnc1-c1ccco1
0,-7,0.8,0.2,8,-2,-5,-4,5,-12,C=CCN1c2ccccc2[C@]23C[C@@H](C(=O)OC)N(C(=O)c4ccc(Br)cc4)C2=NC(C(=O)OC)=C(C(=O)OC)[C@H]13
-1,-12,-0.3,-0.7,14,2,-3,-4,3,0,Cc1c(C#N)c2ncnc(N)c2n1-c1ccccc1
1,-1,-0.4,-0.7,2,0,-8,.,-3,.,N#Cc1nc(COc2ccc(Cl)cc2Cl)oc1N1CCN(c2ccccc2)CC1
-3,7,-4.7,-2.5,-1,0,-6,-5,-2,.,CCN(CC)c1nc(Nc2ccc(Cl)cc2)nc(OCC#N)n1
0,2,-1.8,.,-11,12,-7,-3,-2,0,Cc1ccc(-n2nc3c(N4CCC(C(=O)N5CCC(C(N)=O)CC5)CC4)nnc(C)c3c2C)cc1
3,0,-0.3,-1.6,29,5,-8,-1,-15,-2,O=C(OCC(=O)C12CC3CC(CC(C3)C1)C2)c1ccc(CO)cc1
0,6,-2.4,-0.5,-7,-9,-9,-5,16,-1,Cc1cc(OCC(=O)NCC(c2cccs2)N2CCOCC2)ccc1C(C)C (configuration not stated)
-4,2,-0.8,1.0,22,1,-1,0,0,6,O=C1C[C@@H](c2ccc(O)cc2)Oc2cc(O)cc(O)c21
0,0,-1.7,2.1,8,1,-3,-2,16,-1,CCN(CC)S(=O)(=O)c1c(OC)cc(C)c(Cl)c1C
-4,9,0.7,-0.4,10,4,-9,-3,4,-1,COc1cccc(CNC(=O)CCC2CCCN(C(=O)C3=CC(=O)CC(C)(C)O3)C2)c1 (configuration not stated)
-1,6,-2.0,1.1,-12,0,-9,-4,9,-2,CC1(C)CC(N=Cc2c(O)n(Cc3ccc4c(c3)OCO4)c(=O)c3ccccc23)CC(C)(C)N1
1,-2,-1.4,-1.8,-11,6,7,-1,-4,0,CCN(CC(=O)Nc1c(F)cccc1F)C(=O)CCN1C(=O)c2cccc([N+](=O)[O-])c2C1=O
-2,-1,-1.6,0.3,103*,7,-7,-4,1,44*,O=C(N=C1N=C2C=CC=CN2Cc2ccccc21)c1ccc(S(=O)(=O)N2CCCC2)cc1
2,-13,0.1,0.5,-1,-3,-4,-6,1,0,CS(=O)(=O)N(CC(=O)N1CCc2ccccc2C1)c1ccc(Cl)cc1F
-1,7,-1.8,2.3,.,13,2,-4,-11,-1,CN(CCNC(=O)C1(O)c2ccccc2NC(=O)N1c1ccccc1)Cc1ccccc1 (configuration not stated)
-4,7,0.0,-0.5,10,2,10,-6,6,-1,COCCNCCOc1ccc(C)cc1[N+](=O)[O-]
-4,3,1.0,0.3,5,1,0,-2,0,-4,CCC(CC)c1nnc(NC(=O)CCCN2C(=O)c3ccccc3C2=O)s1
1,-6,0.6,-1.4,-1,2,2,0,5,.,Fc1cccc(Cl)c1CSc1nnnn1-c1ccc2c(c1)OCO2
1,-4,0.2,-0.1,-4,6,-2,7,-29,-2,CC1CN(C(=O)COC(=O)[C@@H]2CC(O)CN2S(=O)(=O)c2ccc3c(c2)OCCO3)CC(C)O1 (some centres not stated)
-4,5,0.0,.,-3,2,1,0,-1,-1,CN1CC(c2ccccc2)C(c2ccc(Cl)cc2)=N1 (configuration not stated)
5,-5,1.2,4.2,10,1,-8,1,-3,1,CCCCn1nc(NC(=O)CC)c2cc3cc(OC)ccc3nc21
0,-3,-1.3,1.5,1,1,5,-2,2,-1,Nc1c(Br)c(=O)[nH]c(=O)n1-c1ccc(F)cc1
1,3,-2.4,5.6,5,1,-2,.,1,.,O=C(O)CSc1ncnc2sc3c(c12)CCC3
2,0,-2.5,-0.3,26,-1,-12,-1,-1,9,COc1cccc(NC(=O)[C@H](NC(=O)[C@@H]2Cc3ccccc3CN2)c2ccccc2)c1
2,3,-0.3,-7.7,-22,1,-6,.,-4,.,COc1ccc(Nc2cc(C)nc(-n3nc(C)cc3C)n2)cc1
1,-10,2.1,1.9,14,-7,-4,-4,3,-1,CC(C)C[C@@H](CNCC(=O)[C@H](CC(=O)O)NC(=O)c1[nH]cnc1C(=O)N[C@H](CN)CC(C)C)NC(=O)c1nc[nH]c1C(=O)N[C@@H](C)C(=O)O
-2,3,-3.0,-1.0,45,-2,-12,-2,-10,42*,O=C(NC(=S)NCCO)c1sc2ccccc2c1Cl
5,-9,0.6,0.5,7,8,-13,3,-3,.,Cc1ccc(N2C(=O)C3CC(c4ccccc4)=C4C5C=CC(C6C(=O)N(c7ccc(C)cc7)C(=O)C56)C4C3C2=O)cc1 (configuration not stated)
2,-7,0.4,1.7,3,-2,6,-6,1,3,CCOC(=O)C1=C(C(F)(F)F)Nc2ncnn2C1c1ccc(OC)cc1OC (configuration not stated)
0,5,-2.1,-9.7,6,0,-9,-2,-2,-1,CCOC(=O)c1c(C)[nH]c(C)c1C(=O)COC(=O)Cc1n[nH]c(=O)c2ccccc12
-1,-12,0.1,1.1,14,3,0,-3,-5,10,CC(=O)c1ccc(NC(=S)N2CCCC(CO)C2)cc1 (configuration not stated)
-1,6,0.3,0.6,3,6,-4,2,.,0,O=C(NCc1cccnc1)c1cccn1-c1ncc(C(F)(F)F)cc1Cl
2,14,-0.6,0.9,8,-10,0,-6,10,-4,Cc1nn(CC(=O)Nc2ccccn2)c(=O)c2ccccc12
7,1,0.7,-3.6,8,3,-6,3,-3,-7,Cc1ccccc1N1CCN(C(=O)c2ccccc2NC(=O)c2ccccc2C(=O)O)CC1
2,-5,0.1,-0.6,.,-3,-5,-14,-6,-2,Cc1ccccc1N1CCN(CCC(=O)Nc2ccc(F)cc2)CC1
3,1,-0.7,-4.9,-3,6,-6,.,0,3,CCc1nnc(NC(=O)c2cc(-c3cccnc3)nc3ccccc23)s1
-1,13,-0.9,-1.8,-79,-1,-6,2,-3,-5&-7,CN1CCN(Cc2cc(COCc3ccccc3)c3cccnc3c2O)CC1
-3,1,0.6,-0.2,.,0,1,0,0,-1,Cn1nc(C(C)(C)C)cc1C(=O)Sc1cccc(Br)c1
-1,-3,0.7,-0.9,.,2,1,-7,?,0,O=[N+]([O-])c1ccc(OCCO)c(P(=O)(c2ccccc2)c2ccccc2)c1
-7,1,-2.2,-0.4,10,-3,-1,-3,-8,0,Cc1ccc(NS(=O)(=O)c2ccc(-c3ccc(=O)[nH]n3)o2)cc1Cl
